# Screening data as filed in PubChem BioAssay.
# Growth percent in the NCI-60 one-dose screen (48 h, 10 µM unless noted): 100 = growth as untreated, 0 = no growth, -100 = all killed.
# KM12 – KM12 colon cancer cells. hit rate 5% among 82,000
# HT29 – HT29 colon cancer; hit rate 7.4% among 81,000
# SF-539 – SF-539 CNS cancer; hit rate 6.8% among 81,000; AID 1794752
# PC-3 – PC-3 prostate cancer cells | hit rate 3.9% among 80,000
# HCC-2998 – HCC-2998 colon cancer; AID 1794799; hit rate 4.7% among 79,000
# SNB-75 – SNB-75 CNS cancer | hit rate 5% among 79,000
# SNB-19 – SNB-19 CNS cancer cells. hit rate 2.5% among 81,000
# SW-620 – SW-620 colon cancer; hit rate 5.2% among 82,000; AID 1794795
# DU-145 – DU-145 prostate cancer; hit rate 4.2% among 81,000; AID 1794760
# Starred values were filed as active, the others as inactive; i = inactive; nt = not tested or not shown; & = joins results of further samples; ! = repeats disagree. Rule for the calls: active = growth percent below 10; inactive = the rest. An excerpt. The share of hits here may be higher or lower than overall.
SMILES,KM12,HT29,SF-539,PC-3,HCC-2998,SNB-75,SNB-19,SW-620,DU-145
O=CN1N=C(c2ccc(Cl)cc2)CC1c1sc(N(CCCl)CCCl)nc1Cl (centres undefined),101.1,87.0,100.0,78.7,109.4,86.1,86.1,92.1,102.8
CC1=C(CCC=NNC(N)=O)C2=C(C)C3(CC3)[C@@](C)(O)C(=O)C2=C1,1.0*,-31.0*,-99.1*,2.6*,-87.0*,-96.2*,-38.6*,-20.7*!,-29.2*
O=C(COc1ccc([N+](=O)[O-])cc1Cl)Nc1ccc(S(=O)(=O)F)cc1Cl,105.7,100.7,87.3,95.6,105.2,84.4,102.0,107.2,111.2
NC(=O)OCc1ccccc1,108.8,104.2,94.9,108.2,126.7,100.1,107.5,99.8,119.6
COc1ccc(S(=O)(=O)F)cc1C(=O)O,100.1,103.2,114.6,109.2,92.1,86.9,103.4,107.6,102.3
C[C@]12CCC(=O)C=C1CC[C@@H]1[C@@H]2CC[C@]2(C)C(=O)CC[C@@H]12,105.0,97.4,90.4,93.0,129.0,72.8,104.5,107.9,120.0
CC1=C2CCC3C(CC[C@]4(C)C(=O)CCC34)[C@@]2(C)CCC1=O (some centres undefined),102.2,70.3,63.0,77.4,68.7,101.2,56.9,78.5,59.1
Cc1ccc2c(C(C[N+](=O)[O-])c3cccs3)c(-c3ccccc3)[nH]c2c1 (centres undefined),21.4,9.9*,6.6*,28.0,40.3,-37.2*,37.8,18.5,28.1
O=C(O)Cc1cccc(Cl)c1,90.7,99.0,91.4,94.2,83.1,105.8,nt,97.8,112.4
O=C(O)P(=O)(O)O,107.8,111.6,113.1,104.2,105.0,95.8,102.7,105.6,116.9
CCC1(CC)C(=O)NC(=O)N(c2ccccc2)C1=O,103.2&121.1,101.5&106.2,98.7&96.4,98.6&91.8,104.7&99.1,96.7&103.0,100.8&101.3,110.5&94.6,105.2&108.7
O=C1CCCN1CC#CCN1CCCC1,107.0,122.8,108.3,nt,nt,106.2,119.1,115.9,101.0
COc1ccc(C(C#N)C(C)=O)cc1 (centres undefined),98.5,88.7,102.6,103.2,nt,82.1,105.2,104.1,92.6
CCOP(=O)(NCCc1ccccc1)OCC,107.3,127.5,124.7,90.1,100.3,106.5,112.3,108.0,118.8
N#CC(C#N)=Cc1ccc(C=C(C#N)C#N)cc1,106.2,114.6,98.9,94.7,98.6,114.8,95.1,104.1,116.4
C[C@]12CC[C@@H]3C4=C(CC[C@H]3[C@@H]1CC[C@@H]2O)CC(=O)CC4,106.9,104.9,102.9,102.8,104.1,101.5,95.2,101.5,116.1
O=C1CCCN1,101.1&126.4,99.3,87.9&93.8,96.1&88.1,97.4&115.5,93.0&84.4,107.8&92.6,109.5&106.4,107.4&128.0
O=P(Oc1ccc(Br)cc1)(N1CC1)N1CC1,100.8,69.7,77.6,76.4,92.2,73.8,93.1,83.3,48.5
CC[C@H](C)[C@H](NC(=O)c1ccccn1)C(=O)N(C)[C@H](C[C@@H](OC(C)=O)c1nc(C(=O)NC23CC(C(=O)OC)(C2)C3)cs1)C(C)C,91.0,90.4,98.7,99.9,101.2,89.4,96.5,97.3,96.1
CCOC(=O)C1(C)OC1c1ccc(C)cc1 (centres undefined),105.9,94.2,105.6,93.2,111.6,79.3,104.4,105.8,107.5
Cc1cc([N+](=O)[O-])c(Cl)cc1NS(=O)(=O)c1ccccc1,80.8,82.1,60.6,81.2,80.6,64.1,79.1,93.9,103.8
Cn1cc(-c2csc(-c3cn(CCN4CCOCC4)c4ccc(F)cc34)n2)c2cccnc21,22.3,40.1,61.5,1.1*,86.7,51.1,49.2,44.9,40.1
CCC(=O)O[C@H]1CC[C@H]2[C@@H]3CC[C@@]4(C)CC(=O)CC[C@]4(C)[C@H]3CC[C@]12C,98.8,86.1,102.1,93.1,93.5,84.6,95.0,101.4,102.6
O=[N+]([O-])CC(c1ccccc1F)c1c(-c2ccccc2)[nH]c2ccccc12 (centres undefined),75.4,82.1,86.9,nt,90.7,62.5,94.1,82.9,96.3
COc1ccccc1C(O)(C(=O)OCCSC)c1ccccc1OC,100.1,98.2,104.9,110.3,97.7,82.7,107.6,109.0,108.6

# 6 compounds from above with just SNB-19 and HT29.
SMILES	SNB-19	HT29
O=C(O)P(=O)(O)O	102.7	111.6
Cc1cc([N+](=O)[O-])c(Cl)cc1NS(=O)(=O)c1ccccc1	79.1	82.1
CCOC(=O)C1(C)OC1c1ccc(C)cc1 (centres undefined)	104.4	94.2
CCC(=O)O[C@H]1CC[C@H]2[C@@H]3CC[C@@]4(C)CC(=O)CC[C@]4(C)[C@H]3CC[C@]12C	95.0	86.1
O=CN1N=C(c2ccc(Cl)cc2)CC1c1sc(N(CCCl)CCCl)nc1Cl (centres undefined)	86.1	87.0
O=P(Oc1ccc(Br)cc1)(N1CC1)N1CC1	93.1	69.7

# Remaining list, next part:
SMILES,KM12,HT29,SF-539,PC-3,HCC-2998,SNB-75,SNB-19,SW-620,DU-145
O=[N+]([O-])c1ccc([Se]C2CCCCC2Cl)c([N+](=O)[O-])c1 (centres undefined),nt,60.7,-87.3*,58.9,98.8,-39.9*,56.2,105.7,82.1
CC[N+]1(C)CCCC(OC(=O)C(O)(c2ccccc2)c2ccccc2)C1 (centres undefined),100.4&112.9,112.5&106.3,90.7&119.4,97.7&99.9,97.8&118.2,96.7&106.2,95.4&102.4,100.7&102.2,100.7&124.4
O=[N+]([O-])c1ccc(N2CCOCC2)c2nonc12,96.5,103.8,99.2,79.5,104.4,93.9,95.6,103.5,103.8
CN(C)CCC(C(=O)N(C)C)(c1ccccc1)c1ccccc1,102.0,98.5,98.8,101.8,97.3,79.4,107.1,109.0,109.4
CCCn1nnnc1N,108.2,103.6,93.9,99.1,88.4,94.8,97.9,95.8,105.1
c1ccc(Nc2nc(-c3ccc4ccccc4c3)c[se]2)cc1,88.9,106.6,91.4,85.1,106.8,110.8,102.5,95.6,97.6
O=C(CCN1CC2CCC(CC2)C1)c1ccco1,101.2,104.4,103.4,109.3,102.6,111.5,105.7,110.8,107.6
O=C(Cc1ccccc1)NC(O)C(Cl)(Cl)Cl (centres undefined),119.2,99.3,108.2,106.0,109.7,86.1,95.0,116.7,118.2
O=S(=O)(F)c1ccc2nc(-c3cccc(Sc4ccccc4)c3)cc(Cl)c2c1,106.7,104.6,99.2,99.8,92.1,86.8,97.4,100.6,107.2
COC(=O)[C@H](Cc1ccccc1)NC(=O)c1csc([C@@H](C[C@H](C(C)C)N(C)C(=O)[C@@H](NC(=O)[C@H]2CCCCN2C)C2CC2)OC(C)=O)n1,2.9*,5.3*,-14.4*,11.3,16.1,34.3,69.6,22.8,6.1*
CC12CC(=O)C3(SC#N)C(CCC4=CC(=O)CCC43C)C1CCC2=O (centres undefined),102.5,64.2,nt,103.6,105.1,93.6,96.0,40.6,46.2
CCc1cccc(CC)c1NC(=O)CCl,109.6,124.8,106.4,99.0,102.5,90.9,102.6,108.2,121.3
O=P(OC1=CCCCC1)(c1ccccc1)c1ccccc1,105.9&106.3,92.6&98.8,94.2&113.4,87.7&88.6,100.5&103.7,99.4,107.2,94.3&104.0,106.9&105.3
NC1CC2CCCCC2CC1(O)c1ccccc1 (centres undefined),99.7,102.0,99.1,92.8,109.2,80.9,103.3,100.7,103.4
C/C(=N/OC(=O)N(C)C)c1cccs1,103.2,99.6,100.4,95.8,96.7,95.1,103.5,106.5,103.2
CC(C)[C@]12O[C@H]1[C@@H]1O[C@]13[C@]1(O[C@H]1C[C@H]1C4=C(CC[C@@]13C)C(=O)OC4)[C@@H]2OC(=O)OC(C)(C)C,2.1*,1.3*,-20.2*,19.8,-38.0*,-60.5*,16.5,1.1*,8.1*
COc1cccc(C=NC(Cc2cnc[nH]2)C(=O)O)c1O (centres undefined),104.5,100.1,93.1,51.5,nt,86.3,96.1,102.1,121.2
O=c1n(Cl)c(=O)n(Cl)c(=O)n1Cl,104.9&105.7,94.8&107.1,92.2&111.5,88.3&94.6,101.5,92.4,108.9&104.8,101.7&107.5,114.5&113.2
CCC1(C)CC(CCNCc2ccccc2O)(c2ccc(C)cc2)CCO1 (centres undefined),107.2,106.6,99.1,99.1,116.6,91.8,101.9,102.7,103.0
c1cncc([C@@H]2CCCCN2)c1,115.3,106.2,98.9,103.1,107.3,102.5,97.1,103.5,116.3
C[C@@H]1O[C@@H](O[C@H]2CC[C@@]3(C)[C@H](CCC4[C@@H]3C(O)C[C@]3(C)[C@@H](c5ccc(=O)oc5)CC[C@]43O)C2)[C@H](O)[C@H](O)[C@H]1O (some centres undefined),-94.2*,-90.4*,nt,-33.3*,-73.6*,-88.3*,-91.1*,-79.0*,-70.1*
CC1CC(C)OP(=O)(OCCC#N)O1 (centres undefined),107.5,107.4,102.5,103.1,nt,102.3,104.1,104.3,112.3
CC12CCC3(CCC(=O)OCCNc4ccnc5cc(Cl)ccc45)[C@@](C)(OO[C@]3(C)O1)O2,89.3,88.3,96.3,84.2,92.1,102.5,80.3,95.6,120.3
O=C(Oc1c(Cl)cc(Cl)cc1[N+](=O)[O-])C(Cl)(Cl)Cl,113.7,109.4,98.3,108.6,105.7,101.0,103.2,103.6,108.6
COC(=O)C1C2c3ccccc3C(C1C(=O)OC)[n+]1ccccc12 (centres undefined),108.1,96.8,103.3,95.8,nt,62.4,111.4,106.4,113.2

# The list goes on (2 carried over from the part before).
SMILES,KM12,HT29,SF-539,PC-3,HCC-2998,SNB-75,SNB-19,SW-620,DU-145
O=C(Oc1c(Cl)cc(Cl)cc1[N+](=O)[O-])C(Cl)(Cl)Cl,113.7,109.4,98.3,108.6,105.7,101.0,103.2,103.6,108.6
COC(=O)C1C2c3ccccc3C(C1C(=O)OC)[n+]1ccccc12 (centres undefined),108.1,96.8,103.3,95.8,nt,62.4,111.4,106.4,113.2
CCCCCCCCCCCCCCCCCCn1cc[n+](C)c1,-61.9*,-36.8*,-82.9*,-8.6*,-80.9*,-55.1*,-68.0*,-38.1*,-62.3*
OC(c1ccccc1)C1CCNCC1 (centres undefined) (tested in a mixture with another compound),104.5,97.1,98.8,101.4,114.3,95.3,98.3,96.7,110.7
c1csc(CC2=NCCN2)c1,104.4,95.8,97.6,95.9,96.9,95.4,96.7,111.6,113.2
COC(=O)[C@@]12[C@H]3Cc4cccc5c4[C@@]1(O[C@]1(O)CC(=O)N(C3(C)C)[C@]21O)C(=O)N5C,107.9,105.1,103.7,101.8,92.9,79.5,95.5,103.0,104.7
CCOP(=O)(OCC)C(O)c1ccc(Cl)cc1Cl (centres undefined),110.3,89.8,112.1,85.2,114.4,83.4,104.0,106.1,117.0
COc1ccc(Nc2nc(-c3ccc4ccccc4c3)c[se]2)cc1,92.1,105.9,94.8,95.3,102.1,83.1,102.6,105.4,101.9
ClCCN(CCCl)c1ccc(/C=N\N=C\c2ccc(N(CCCl)CCCl)cc2)cc1,30.3,39.3,1.3*,34.3,45.7,72.1,69.2,36.8,42.4
CN1C2CCC1CC(OC(=O)/C=C\c1ccccc1)C2 (centres undefined),92.6,107.7,102.1,87.6,i,84.5,98.7,94.7,102.4
CC(C)(NC(=O)O[C@@H]1CN2CCC1CC2)c1csc(-c2ccc(F)cc2)n1,101.2,103.5,95.3,99.5,101.6,67.2,97.9,99.2,111.7
C[C@]12CC[C@H]3[C@@H](CC[C@]45CC(=O)C=C[C@]34C5)[C@@H]1CCC2=O,110.3,109.4,100.1,89.6,110.5,85.1,108.3,106.2,102.8
CCCCCCCCCCCC1CCCC(C)N1 (centres undefined),44.0,14.9,97.5,44.4,-72.4*,82.0,93.2,49.4,92.4
COc1ccc2c(c1)c(-c1nc(-c3cn(C)c4ncccc34)cs1)cn2CCCCN1CCCCC1,-68.7*,-72.6*,-80.2*,-66.3*,95.3,63.9,-1.7*,-64.3*,7.6*
c1ccc(CCNCc2ccccc2)cc1,102.0,86.3,91.4,103.9,91.9,88.0,97.9,98.6,105.7
O=C(c1ccccc1)C1CCCC1,109.3,102.1,104.1,88.6,112.1,nt,95.0,106.8,119.5
O=S(=O)(O)C(Br)c1ccccc1 (centres undefined),111.1,95.8,96.0,93.1,100.6,97.6,103.2,93.0,111.7
CC1=C(C)C(=O)OC([C@](C)(O)[C@@]2(O)CC[C@@]3(O)C4CC=C5CC=CC(=O)[C@]5(C)C4CC[C@]23C)C1 (some centres undefined),101.4,94.3,97.8,97.5,123.5,78.8,93.7,103.2,89.2
Cc1cccc(N2CCN(CCO)CC2)c1,113.4,114.6,99.7,106.9,108.0,nt,104.1,112.5,127.8
C[C@@]12CCCc3coc(c31)C(=O)c1cc3c(cc12)C(=O)C1=C(NCCS1(=O)=O)C3=O,4.2*,-4.9*,-63.4*,-6.6*,-30.8*,-87.5*,-68.8*,-43.8*,-91.8*
COc1ccc(/C=C\[N+](=O)[O-])cc1OC,57.2&33.7,24.7&41.3,59.3&88.1,77.1&68.9,54.3&61.0,65.2,63.1&82.5,55.6&37.7,59.3&60.5
C=CCC1(CCCCC)C(=O)NC(=S)NC1=O,99.4,105.6,89.6,98.5,96.1,91.0,104.1,106.0,99.4
C[C@]1(O)CC[C@H]2[C@@H]3CCC4=CC(=O)CC[C@]4(C)[C@@]34O[C@H]4C[C@@]21C,117.9,104.6,91.8,91.2,93.3,104.5,89.0,118.3,125.4
Cc1ccc(N2CCN(CCO)CC2)cc1,105.1&118.7,97.9&100.4,93.4&123.1,74.3&90.5,104.4&39.7,101.4&81.0,104.1,106.4&114.3,109.7&138.9
OCCNC(Cc1ccccc1)c1ccccc1Cl (centres undefined),96.4,68.9,96.1,62.6,97.2,106.6,96.8,101.5,103.6
COc1cc(C2(C#N)CCN(C)CC2)cc(OC)c1OC,100.4,101.1,110.5,97.5,nt,84.9,102.0,97.3,113.2
COc1ccc(CCl)cc1CCl,106.5,107.3,95.4,90.7,97.7,85.1,102.0,102.0,106.4
